Assay outcomes deposited in PubChem BioAssay by several laboratories.
CAL PDZ FP-1 – inhibitors of human CAL PDZ peptide binding; Q9HD26; purified CAL PDZ, TMR-peptide fluorescence polarization, 1 h; inhibition, % at 24.9 µM; 0.92% of 300,000 active; AID 602252;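 active = mean inhibition of at least 30% with at least half of replicates also reaching 30%; inconclusive = no clear call, values can overlap the other calls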;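 also: 0% = DMSO neutral control and 100% = excess unlabeled competitor peptide PRC23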
MITF act – activators of MITF-driven TRPM1 promoter activity in SK-MEL-5 cells; SK-MEL-5 TRPM1-promoter luciferase, 24 h; % of positive control, neutral wells = 0; 0.75% of 300,000 active; AID 588334; activation, % at 12.5 µM;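 active = mean activation of at least 80% with every replicate also reaching 80%; inconclusive = mean reaches 80% but some replicate falls short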;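 also: 0% = neutral control wells and 100% = parthenolide positive control wells; values of inactives mirror those of a sister screen read the other way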
V-ATPase pHluor – alters yeast V-ATPase proton transport. S. cerevisiae, pHLuorin cytosolic pH fluorescence. response, % at 10 µM. 0.37% of 350,000 active. AID 504577; in the data active = response mostly above about 7.3%, no sharp cut-off; inactive = mostly below about 5.4%; also: actives read high; inactives centre near 0; some compounds called inactive have numbers as strong as hits
CDK5 p35 inh – blocks human CDK5/p35 kinase activity | Recombinant CDK5/p35, ADP-Glo luminescence, 60 min | Q00535+Q15078 | AID 488839 | inhibition, % at 10 µM | 0.01% of 330,000 active;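 active = highest replicate inhibition of at least 50% and at least 75% of replicates reaching 50%; inconclusive = only one of the two criteria met; inactive = both criteria failed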;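 also: plate controls were DMSO neutral control for no effect and GW8510 at 10 µM for full effect; many of its hits are not listed in these tables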
Target sequence (Q00535 whole entry, looked up): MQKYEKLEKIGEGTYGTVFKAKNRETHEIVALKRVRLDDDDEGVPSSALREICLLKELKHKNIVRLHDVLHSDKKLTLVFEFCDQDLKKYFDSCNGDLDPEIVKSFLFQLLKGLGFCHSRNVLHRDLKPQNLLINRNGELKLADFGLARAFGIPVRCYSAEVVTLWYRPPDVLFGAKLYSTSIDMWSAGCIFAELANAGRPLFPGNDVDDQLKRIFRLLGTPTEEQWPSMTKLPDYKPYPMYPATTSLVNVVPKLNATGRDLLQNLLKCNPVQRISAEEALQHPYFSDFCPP
Target sequence (Q15078 whole entry, looked up): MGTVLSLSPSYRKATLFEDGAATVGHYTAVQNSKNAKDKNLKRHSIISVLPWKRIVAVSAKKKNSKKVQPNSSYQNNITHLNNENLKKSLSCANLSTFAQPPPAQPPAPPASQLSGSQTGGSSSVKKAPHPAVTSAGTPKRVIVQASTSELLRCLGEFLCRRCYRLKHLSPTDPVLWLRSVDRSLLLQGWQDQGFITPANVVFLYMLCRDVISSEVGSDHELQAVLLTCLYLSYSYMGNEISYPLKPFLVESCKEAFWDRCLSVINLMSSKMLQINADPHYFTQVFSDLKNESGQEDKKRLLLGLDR
CAL PDZ FP-2 – blocks peptide binding to human CAL PDZ domain; purified CAL PDZ, TMR-peptide fluorescence polarization, 1 h; inhibition, % at 20 µM; 0.02% of 330,000 active; AID 504414;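 active = highest replicate inhibition of at least 40%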;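 also: plate controls were DMSO neutral control wells for no effect and unlabeled competitor peptide control wells for full effect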
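Material: tagged CAL PDZ protein CerCALP, purified; buffer or medium: sodium phosphate/NaCl buffer pH 7.4 with TCEP, IgG, Thesit; also added: fluorescent TMR peptide probe; schedule: 1 h incubation at room temperature before polarization reading; technique: fluorescence polarization from S- and P-plane intensities, G-factor corrected; control set: unlabelled peptide and DMSO controls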
Wnt act – activates Wnt/beta-catenin signaling in a reporter cell assay; activator, plate reader; activation, % at 9.35 µM; 1.2% of 300,000 active; in the data active = activation above about 30%, passing the limit was not always enough; inconclusive = no clear call, values can overlap the other calls;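 also: 0% = neutral control wells and 100% = positive control wells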
RTF Ca sens act – cardiac RTF calcium sensitization. P19429+P45379. IANBD-labeled TnC RTF fluorescence at EC20 calcium; 0% EC20 calcium, 100% full calcium. activation, % at 7.2 µM. 0.24% of 340,000 active. AID 493008;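 active = activation above the mean over all tested compounds plus 3 SD, cut at about 30% in these data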;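 also: rise in fluorescence read as greater calcium sensitivity of cardiac thin filaments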
Tat transport – inhibitors of E. coli Tat protein transport; E. coli MC4100 TorA-mCherry Tat export, fluorescence; inhibition, % at 10 µM; 0.036% of 340,000 active;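 active = mean replicate inhibition at least 50% and at least half of replicates individually reaching 50%; inconclusive = only one of the two criteria met; inactive = neither criterion met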;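 also: exported cargo escapes ClpAP degradation while cytoplasmic cargo is degraded and loses fluorescence; 0% = median of neutral control wells and 100% = median of NaSCN control wells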
Rtt109 Vps75 – C. albicans Rtt109 histone acetyltransferase inhibition; Q5AAJ8; purified Rtt109/Vps75, ThioGlo CoA-SH fluorescence, 4 h; inhibition, % at 34.9 µM; 0.16% of 330,000 active; AID 540336;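 active = inhibition of at least 50% in every replicate; inconclusive = best replicate reaches 50% inhibition but some replicates fall short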
dFosB activator – enhances mouse delta FosB homodimer DNA binding; P13346; purified delta FosB, TAMRA-CDK5 oligo fluorescence polarization; percent of positive-control signal above neutral wells; activation, % at 25 µM; 0.99% of 340,000 active; AID 493131;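 active = mean activation above about 17%, with every replicate also reaching it, limit read from the data, passing the limit was not always enough; inconclusive = only one of the two conditions met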;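 also: fluorescence polarization rise as delta FosB binds a TAMRA Cdk5 AP-1 oligo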
Target sequence (P13346 whole entry, looked up): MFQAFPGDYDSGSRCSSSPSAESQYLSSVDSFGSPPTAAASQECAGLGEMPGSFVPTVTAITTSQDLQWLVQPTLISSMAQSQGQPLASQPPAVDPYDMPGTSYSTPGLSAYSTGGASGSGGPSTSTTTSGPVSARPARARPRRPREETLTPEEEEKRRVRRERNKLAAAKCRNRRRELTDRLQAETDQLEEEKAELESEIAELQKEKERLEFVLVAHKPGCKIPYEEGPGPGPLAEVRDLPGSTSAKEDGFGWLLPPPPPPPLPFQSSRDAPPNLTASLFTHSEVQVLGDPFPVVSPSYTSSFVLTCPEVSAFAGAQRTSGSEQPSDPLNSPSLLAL
Active calls of the source: *; u = inconclusive; x = not tested or not shown.

SMILES	CAL PDZ FP-1	MITF act	V-ATPase pHluor	CDK5 p35 inh	CAL PDZ FP-2	Wnt act	RTF Ca sens act	Tat transport	Rtt109 Vps75	dFosB activator
CCn1c(SCC(=O)Nc2ccc(OCc3ccccc3)cc2)nnc1-c1ccco1	-3	9	-2	-0.4	-2.3	-3	0	10	2	6
COC(=O)c1cc(NS(=O)(=O)c2ccc(NCc3cccnc3)c(N)c2)cc(C(=O)OC)c1	-2	-3	-2	-1.0	1.0	x	3	1	1	-1
Cc1ccc(OCc2ccc(C(=O)NCC3CCCO3)cc2)cc1 (stereo not given)	0	-5	1	-3.0	-1.1	-1	0	-2	x	1
CC(=O)Nc1ccc(S(=O)(=O)N2CCC(C(=O)NCc3cccnc3)CC2)cc1	5	4	-4	0.2	-0.4	-3	-7	1	-5	2
COc1ccc(C(=O)Cn2nnc(-c3ccccc3NC(=O)C3CCCCC3)n2)cc1	-1	3	1	-0.7	-1.2	-10	5	-4	-6	0
C=CCn1c(C)nnc1SCC(=O)Nc1ccccc1C(=O)NC1CC1	x	3	-6	-2.0	-0.2	-1	15	-10	0	-6
COc1ccc(COc2ccc3c(C)cc(=O)oc3c2)cc1	x	u	-4	0.1	-0.4	7	4	5	7	-18
O=C(NCc1ccc2c(c1)OCO2)c1cc(F)c(F)cc1Cl	-5	x	1	-9.4	-0.2	2	1	7	-1	-2
C#CCNc1ccc([N+](=O)[O-])cc1	-5	-5	0	-3.7	0.0	-9	1	-7	11	7
O=C(CCCOc1ccc(Br)cc1)NNC(=O)c1ccncc1	0	14	0	1.4	-2.5	0	-1	-2	3	0
Cc1ccc(OCC(=O)O/N=C(\N)c2ccccn2)cc1	x	80	0	-1.7	-0.5	-3	-1	-1	-18	3
O=C(COc1ccc2c(c1)oc(=O)c1ccccc12)N[C@@H](Cc1c[nH]c2ccccc12)C(=O)O	-5	2	2	-0.2	-1.4	-2	-1	-1	23	-2
COc1ccc(CCNc2ccc(C(=O)O)cc2[N+](=O)[O-])cc1OC	0	-3	1	0.2	-4.9	0	14	12	-2	-8
COc1ccc(Br)c(OC)c1C(=O)NC(=O)Nc1nc(C)cc(C)n1	-7	-7	1	0.2	-1.9	0	9	5	1	-8
Cc1n[nH]c(=O)c2c(NC(=O)CSc3nnc(-c4ccco4)n3C)oc(C)c12	x	-7	5	0.1	0.1	-1	-2	-4	1	-9
COCCNC(=O)Cc1c(C)c2c(cc(C)c3c(C(C)(C)C)coc32)oc1=O	2	-2	-1	0.9	-3.6	10	-6	14	11	-25
COc1ccc(NC(=O)c2ccc(NC(=O)CN(C)CC(=O)Nc3c(C)cccc3C)cc2)cc1	-2	-6	1	2.3	-3.6	3	-3	7	-2	-10
O=C(c1ccc2c(c1)OCCO2)C1CCN(S(=O)(=O)c2cccc(F)c2)CC1	-3	-10	2	-3.8	-0.7	-7	-9	2	1	-3
CCOC(=O)N1CCN(C(=O)CCCn2c(=O)[nH]c3ccccc3c2=O)CC1	-5	x	-2	0.6	x	7	2	-9	-9	5
C=CCNC(=O)c1ccc(CN(c2ccc(OCC)cc2)S(=O)(=O)c2ccc(C)cc2)cc1	-4	x	-3	-1.1	-0.3	-1	-2	0	-3	-4
O=C(O)C(Cc1c[nH]c2ccccc12)NS(=O)(=O)c1ccc(Br)cc1 (stereo not given)	-2	-6	0	0.0	x	0	2	-8	-4	-2
CC(C)C1N(C(=O)N2CCOCC2)CCN1S(=O)(=O)c1ccccc1 (stereo not given)	-3	2	2	-0.7	-1.4	-3	-8	0	-6	0
CC(=O)Nc1ccc(-c2ccccc2)s1	-1	2	-1	-1.0	-0.8	x	-7	-12	31	2
CCOC(=O)N/C(N)=N/c1nc2ccccc2s1	-3	x	1	2.0	-2.2	56*	1	-3	-2	-6
CCOc1ncccc1C(=O)OCC(=O)c1ccc(F)cc1	1	8	2	-3.6	x	2	0	0	-6	-8
CC1=CN(S(=O)(=O)c2ccc(C)cc2)C[C@@H]2[C@H]3CC[C@H](C3)[C@H]12	0	2	1	-5.4	-0.6	-1	0	-3	8	2
C=CCN(C(=O)CCc1ccccc1OC)c1nc(-c2ccc(S(C)(=O)=O)cc2)cs1	-2	16	4	-3.9	-0.6	9	2	3	3	-14
O=C(Cc1ccccc1)Nc1ccc(C(=O)NCc2ccccc2)cc1	-1	2	0	0.8	-19	-1	2	-2	6	-3
CC(=O)C1=C(O)C(=O)N(c2ccc(Br)cc2)C1c1ccc([N+](=O)[O-])cc1 (stereo not given)	-10	1	3	1.0	0.8	-2	5	4	-10	5
Cc1cccc(NC(=O)Nc2c(C)n(C)n(-c3ccccc3)c2=O)c1	-2	2	3	1.8	-0.8	-1	0	-10	1	0
COC(=O)CC1C(=O)NC2CCCCC2N1C(=O)c1ccccc1 (stereo not given)	-3	-2	2	-0.6	-2.4	x	-8	-4	x	8
COc1cccc2c(=O)c(C(=O)NCc3cccs3)c[nH]c12	-6	x	-6	-1.1	-1.1	u	-4	5	13	-31
CCn1c(=O)cc(SCC(=O)NCc2ccc(C)o2)c2ccccc21	-7	x	1	1.4	x	x	8	4	8	-6
Cc1cc(C)c(NC(=S)N(CCCN2CCOCC2)Cc2cccnc2)c(C)c1	0	-1	2	-0.1	-0.5	-1	-6	-3	3	-4
CCCCn1c(C)nc2cc(S(=O)(=O)N3CCOCC3)ccc21	1	-4	-1	1.0	0.6	-1	3	6	-6	1
CCCOc1ccc(N2C(=O)CC(N3CCOCC3)C2=O)cc1 (stereo not given)	-1	-2	0	-0.6	-2.0	x	3	-1	8	-3
CN(Cc1ccc(F)cc1)C(=O)c1cc(COc2ccc(-n3cncn3)cc2)on1	-3	-3	-1	-1.8	-2.6	-1	-2	4	-15	-4
CCCC(=O)Nc1ccccc1NC(=O)CN(C)S(=O)(=O)c1ccccc1	x	4	-11	-0.9	0.6	x	-2	-1	3	6
Cc1ccc(-c2csc3nc(C)n(-n4cccc4)c(=O)c23)o1	-3	11	3	0.3	-0.1	x	3	-5	14	-2
CC(=O)N1CCN(CC(=O)Nc2ccc(SC(F)F)cc2)CC1	0	0	1	0.5	-0.7	-5	-3	-6	-6	2

Arranged by value in CDK5 p35 inh (smallest number first): 3 from the list above.
smiles,CAL PDZ FP-1,MITF act,V-ATPase pHluor,CDK5 p35 inh,CAL PDZ FP-2,Wnt act,Tat transport,Rtt109 Vps75,dFosB activator
Cc1cc(C)c(NC(=S)N(CCCN2CCOCC2)Cc2cccnc2)c(C)c1,0,-1,2,-0.1,-0.5,-1,-3,3,-4
Cc1ccc(-c2csc3nc(C)n(-n4cccc4)c(=O)c23)o1,-3,11,3,0.3,-0.1,x,-5,14,-2
CCOC(=O)N/C(N)=N/c1nc2ccccc2s1,-3,x,1,2.0,-2.2,56*,-3,-2,-6

Other results
SMILES	CAL PDZ FP-1	MITF act	V-ATPase pHluor	CDK5 p35 inh	CAL PDZ FP-2	Wnt act	RTF Ca sens act	Tat transport	Rtt109 Vps75	dFosB activator
CCNCc1cc(Br)c(OCC(=O)Nc2ccccc2)c(OC)c1	-1	x	-2	1.8	-0.5	x	4	7	0	-11
CCCn1c(CCNc2nc(-c3ccc(Cl)c([N+](=O)[O-])c3)cs2)nc2cc(Cl)c(Cl)cc21	5	-7	-4	-0.3	-0.2	-3	2	-6	-5	-8
Cc1ccc(C)c(CN2CCC(CNC(=O)Nc3ccc(Br)cc3F)CC2)c1	-4	8	-2	0.2	-0.9	-3	0	4	-6	-5
O=C(c1cccc(F)c1)N1CCCC(C(=O)N2CCN(c3ccccc3)CC2)C1 (stereo not given)	-3	-13	-4	2.7	0.2	1	-1	3	11	-8
COc1ccc(NC(=O)c2ccccc2NC(=O)c2cccs2)cc1	9	7	0	-0.8	-2.5	8	10	1	3	-9
CC(C)(CN1CCOCC1)NS(=O)(=O)c1ccccc1	-4	-7	-6	-0.7	x	-9	-3	16	0	-1
COC(=O)c1c(NC(=O)CCc2ccc(C)o2)sc(C)c1C	-3	-8	3	0.7	0.2	-2	0	12	-3	-11
Cc1c(C)c2c(OCC(=O)NCC(O)c3ccccc3)cc3c(c2oc1=O)CCC(C)(C)O3 (stereo not given)	0	7	-3	-1.1	-0.3	-1	5	-4	3	1
O=C(/C=C/c1ccc(Cl)cc1Cl)c1cccnc1	-5	0	-4	-0.7	-2.1	x	7	0	0	-14
Cc1ccc(NC(=O)Nc2nnc(-c3ccccc3)o2)cc1	-1	46	1	0.8	-2.1	12	-6	-2	0	-8
COc1cccc(NC(=S)Nc2ccc(Br)cc2Cl)c1	x	x	0	0.7	-0.6	1	-3	8	-10	5
CN(C)C(=O)CCc1ccc2c3c([nH]c2c1)[C@]1(C)[C@@H](C(=O)N2CCCCC2)C[C@H](CC(=O)NCCN2CCOCC2)C(=O)N1CC3	7	8	-2	0.3	0.8	1	-2	4	-2	-2
Cn1c(C2=C(O)CN(Cc3ccccc3)C2=N)nc2ccccc21	1	26	2	-0.1	-0.8	7	3	-1	0	3
Cc1ccc(/C=N/NC(=O)C(C)Oc2cccc3ccccc23)o1 (stereo not given)	2	-26	-3	1.2	-1.0	2	4	16	0	-11
O=c1n(-c2ccccc2)c(=O)n2n1CCC2	4	-8	1	-1.1	-1.8	-1	-6	0	0	-7
O=C(Cn1[nH]c(=O)c2ccccc2c1=O)Nc1ccc(-c2nnc3n2CCCCC3)cc1	-4	-1	7	-0.6	-3.2	x	-5	-4	6	-19
CCOc1ccc(NC(=O)CN2CCN(CC(=O)c3ccc(OCC)cc3)CC2)cc1	-2	-3	0	-4.5	0.3	x	1	3	-5	-2
Fc1cccc(NC(=S)N2CCc3ccccc32)c1	-5	-12	1	-0.4	-0.9	0	-5	1	8	-6
O=S(=O)(c1cccc(NC(=S)NCc2ccco2)c1)N1CCOCC1	-3	-6	1	0.7	-2.6	x	5	-7	-2	-6

Complete entries from above.
Entry for COc1ccc(CCNc2ccc(C(=O)O)cc2[N+](=O)[O-])cc1OC → CAL PDZ FP-1: 0; MITF act: -3; V-ATPase pHluor: 1; CDK5 p35 inh: 0.2; CAL PDZ FP-2: -4.9; Wnt act: 0; RTF Ca sens act: 14; Tat transport: 12; Rtt109 Vps75: -2; dFosB activator: -8
Entry for COc1ccc(NC(=O)c2ccc(NC(=O)CN(C)CC(=O)Nc3c(C)cccc3C)cc2)cc1 → CAL PDZ FP-1: -2; MITF act: -6; V-ATPase pHluor: 1; CDK5 p35 inh: 2.3; CAL PDZ FP-2: -3.6; Wnt act: 3; RTF Ca sens act: -3; Tat transport: 7; Rtt109 Vps75: -2; dFosB activator: -10
Entry for O=c1n(-c2ccccc2)c(=O)n2n1CCC2 → CAL PDZ FP-1: 4; MITF act: -8; V-ATPase pHluor: 1; CDK5 p35 inh: -1.1; CAL PDZ FP-2: -1.8; Wnt act: -1; RTF Ca sens act: -6; Tat transport: 0; Rtt109 Vps75: 0; dFosB activator: -7
